Source: PubChem
PhoP GFP inhibition – PhoP regulon inhibitors, Salmonella typhi PhoP promoter GFP reporter, confirmatory (AID 1850); Salmonella Typhi PhoP-promoter GFP reporter, fluorescence, 4 h; higher % means a stronger effect; one-dose inhibition, % at 50 µM; IC50 in µM for titrated hits; 310,000 tested, 0.33% active; in the data active = a potency from the dose series; inconclusive = inhibition mostly from about 25% at the one dose, without a potency; inactive = the rest, 99 in 100 with inhibition below about 19%;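 note: 0% = induced wells with vehicle and 100% = uninduced wells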
M. tuberculosis HTS – M. tuberculosis growth inhibition, HTS (AID 449762) | M. tuberculosis H37Rv growth inhibition, 7H9 media; higher % means a stronger effect | inhibition, % at 25 µM, or IC50 in µM where a hit was titrated | 330,000 tested, 0.59% active; in the data active = a potency from the dose series; inconclusive = inhibition above about 70% without an active follow-up result;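 note: bacterial growth assessed after seven days of incubation; strong numbers were not always called active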
M. tuberculosis – growth inhibition of non-replicating M. tuberculosis (AID 488890) | Mycobacterium tuberculosis non-replicating, growth inhibition; higher % means a stronger effect | 320,000 tested, 0.39% active | inhibition, % at 25 µM, or IC50 in µM where a hit was titrated; in the data active = a potency from the dose series; inconclusive = inhibition mostly from about 82% at the one dose, without a potency; inactive = the rest, 99 in 100 with inhibition below about 76%;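 note: plate controls were DMSO cells for no effect and high antibiotic wells for full effect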
H1N1 NS1A inhibition – H1N1 influenza NS1A inhibitors, functional cell based assay (AID 504329) | NS1A functional cell-based assay, percent inhibition; higher % means a stronger effect | 340,000 tested, 0.3% active | inhibition, % at 12.5 µM; hits with a dose series show IC50 in µM; in the data active = a potency from the dose series; inconclusive = inhibition above about 27% without an active follow-up result; note: strong numbers were not always called active
inhibitors of VEEV – inhibitors of VEEV TC-83 cytopathic effect, confirmation, Vero cells (AID 588727); 350,000 tested, 0.13% active; Vero cells, VEEV TC-83 cytopathic effect inhibition; higher % means a stronger effect; inhibition, % at 20 µM, or IC50 in µM where a hit was titrated; in the data active = a potency from the dose series; inconclusive = inhibition mostly from about 14% at the one dose, without a potency; inactive = the rest, 99 in 100 with inhibition below about 12%; note: strong numbers were not always called active
inhibitors of VEEV 10K pilot screen – also measured in inhibitors of VEEV; calls as there; inhibition, %; measured here: 10K pilot screen inhibition
* = called active by the depositor; i = inactive; u = inconclusive; x = not tested or not shown.

SMILES	PhoP GFP inhibition	M. tuberculosis HTS	M. tuberculosis	H1N1 NS1A inhibition	inhibitors of VEEV	others
Cc1nn(Cc2ccccc2Cl)c(C)c1NC(=O)c1ccn(C)n1	4%	-5%	27%	-2%	i
COc1ccc(CNC(=O)CSc2ncn[nH]2)cc1	1%	-8%	0%	3%	1.1%
CCOC(=O)C1Cc2c([nH]c3ccccc23)C(C)N1 (stereo unspecified)	6%	-4%	1%	2%	0.8%
Nc1c(C(=O)N2CCCCCC2)oc2ccccc12	1%	-8%	6%	2%	2.6%
C/C(=N\NC(=O)COc1ccc([N+](=O)[O-])cc1)c1ccco1	x	-15%	12%	-16%	i
Cc1ccc(CN2[C@@H](Cc3ccccc3)C(=O)CS2(=O)=O)cc1	x	-7%	-14%	4%	0.2%
CCCCn1nc2cc(C(=O)NCc3ccc(OC(F)(F)F)cc3)ccc2c1OC	-4%	6%	11%	-14%	4.4%
COc1ccc2cc3c(N)nn(C(=O)c4cccc(F)c4)c3nc2c1	-2%	4%	-7%	-3%	2.1%
CN=C(C)/C(C(=O)OC)=C(/O)c1c(F)cccc1F	5%	1%	-14%	-1%	0.6%
O=C(NCC(=O)N(Cc1cccs1)C(C(=O)NC1CCCC1)c1ccncc1)c1ccco1 (stereo unspecified)	2%	1%	2%	1%	1.3%
COc1cc(/C=C/C(=O)OCc2csc(CC(=O)Nc3ccc(C)cc3)n2)ccc1OCC#N	x	-3%	26%	5%	0.4%
O=C(O)COCC(=O)Nc1ccc(-n2cnnn2)cc1	-7%	-8%	-5%	-13%	2.8%
CCOc1ccc(-n2c(CC)nc3ccccc3c2=O)cc1	1%	-4%	x	2%	1.4%
CC(C)(C)c1ccc(C(=O)N2CCC(=O)N(C(COCc3ccccc3)Cc3ccccc3)CC2)cc1 (stereo unspecified)	-12%	-7%	22%	3%	2.6%
CCOc1ccc(-c2nc(C#N)c(N3CCN(C)CC3)o2)cc1	2%	-3%	13%	2%	1.0%
CCOc1ccc2nc(N=NC3=C(O)CC(C)(C)CC3=O)sc2c1	-1%	u	u	-2%	13%
Cn1c(NCC(O)c2ccccc2)nc2c1c(=O)n(Cc1ccc(Cl)cc1)c(=O)n2C (stereo unspecified)	16%	49%	53%	-6%	5.4%
COc1ccc(N(C(=O)c2snc(C(N)=O)c2N)C(C(=O)NC2CCCC2)c2ccc(F)cc2)c(OC)c1 (stereo unspecified)	-11%	-7%	11%	4%	2.4%
CCOC(=O)c1ccc(-n2c(C)nc3c(cnn3-c3ccccc3C)c2=O)cc1	-7%	-3%	x	-5%	0.9%
CCOC(=O)C1=C(COC(=O)/C=C/c2cc(OC)c(OC)c(OC)c2)NC(=O)NC1C (stereo unspecified)	-10%	-34%	26%	-2%	9.4%
O=C(CC12CC3CC(CC(C3)C1)C2)Nc1nncs1	-2%	6%	-1%	-1%	6.4%
O=C(Nc1oc2ccc(Cl)cc2c(=O)c1-c1ccc(F)cc1)c1ccco1	5%	4%	23%	-3%	0.1%
O=C(c1cccc(COc2ccc(Cl)cc2Cl)c1)N1CCN(c2ccccn2)CC1	8%	u	58%	-4%	6.6%
CC(=O)N1N=C2/C(=C/c3ccccc3)CCCC2C1c1ccccc1 (stereo unspecified)	7%	22%	27%	0%	4.4%
Cc1ccc(C(=O)c2nc(C(=O)NCCO)nc3ccccc23)cc1	x	-12%	0%	1%	0.2%
CCOc1ccc(S(=O)(=O)N2CCN(C(=S)NCc3ccco3)CC2)cc1	-9%	-7%	-1%	-7%	1.5%
Nc1cc(C(=O)O)ccc1Nc1ccc(F)c(F)c1	21%	-1%	-9%	5%	0.4%
Cc1cc(-c2cccc(Br)c2)c(C#N)c(N)n1	-12%	-5%	0%	-7%	0.9%
CN(C)c1ccc(CNC(=O)c2cc(S(=O)(=O)N3CCCC3)cn2C)cc1	-8%	-1%	8%	10%	0.6%	inhibitors of VEEV 10K pilot screen=0.8
COc1ccccc1NC(=O)c1ccc2c(c1)nnn2C	15%	5%	9%	-9%	i
COc1ccc2nc(N=NC3=C(O)CC(C)(C)CC3=O)sc2c1	11%	12µM*	u	11%	10%
C=COC(=O)c1sc2nc(C)cc(C)c2c1N	5%	-14%	-5%	-5%	1.1%
CCOC(=O)C1CCN(S(=O)(=O)c2ccc(-c3nc4ccccc4s3)s2)CC1	-2%	0%	-10%	x	x
COc1cc(CNCc2ccc(OC)cc2OC)cc(OC)c1	-1%	0%	19%	-2%	i
Cc1ccc(C(=O)N/C(=C\c2ccccc2)C(=O)NCCN2CCOCC2)cc1	11%	1%	3%	2%	0.3%
O=C(CSc1ccc(Cl)cc1)Nc1ncccn1	-7%	-8%	73%	0%	1.3%
CCN1CCN(C(=O)Nc2cc(Cl)ccc2OC)CC1	-6%	-16%	-28%	13%	i
CSc1sc(-c2nnc(SCC(=O)Nc3ccc(Cl)cc3)n2C)c2c1C=CCC2	-5%	3%	13%	x	11%
CN(C)c1cccc(C(=O)OC(C(=O)Nc2ccc(Cl)cc2C(F)(F)F)c2ccccc2)c1 (stereo unspecified)	-7%	-3%	-13%	-2%	0.9%
Cc1ccc(S(=O)(=O)N2C(=O)CCC2C(=O)O/N=C(\N)c2ccccc2)cc1 (stereo unspecified)	-13%	-6%	11%	-7%	4.6%
O=C1C2C3C=CC(C4CC34)C2C(=O)N1c1cccc2ccccc12 (stereo unspecified)	6%	5%	25%	-25%	2.2%
C=CCOc1ccc(C[C@H](N)C(=O)NC[C@H]2O[C@@H](n3cnc4c(N)ncnc43)[C@H](O)[C@@H]2O)cc1	x	x	x	-4%	0.6%
CCCCOc1ccc(C(O)C(CN2CCOCC2)c2ccccc2)cc1 (stereo unspecified)	6%	7%	11%	-14%	3.0%
Cc1ccccc1NC(=S)NCC1CCN(C(C)c2ccccc2)C1 (stereo unspecified)	-8%	-3%	17%	-1%	1.2%
Cc1ccc(C(=O)Nc2nc3ccc(S(C)(=O)=O)cc3s2)cc1C	-4%	-1%	-4%	-1%	1.9%

Arranged by SMILES length (rising): some entries from above
SMILES	PhoP GFP inhibition	M. tuberculosis HTS	M. tuberculosis	H1N1 NS1A inhibition	inhibitors of VEEV	others
COc1cc(CNCc2ccc(OC)cc2OC)cc(OC)c1	-1%	0%	19%	-2%	i
CC(=O)N1N=C2/C(=C/c3ccccc3)CCCC2C1c1ccccc1 (stereo unspecified)	7%	22%	27%	0%	4.4%
CCOC(=O)C1CCN(S(=O)(=O)c2ccc(-c3nc4ccccc4s3)s2)CC1	-2%	0%	-10%	x	x
CN(C)c1cccc(C(=O)OC(C(=O)Nc2ccc(Cl)cc2C(F)(F)F)c2ccccc2)c1 (stereo unspecified)	-7%	-3%	-13%	-2%	0.9%

A run of entries from the list above:
SMILES	PhoP GFP inhibition	M. tuberculosis HTS	M. tuberculosis	H1N1 NS1A inhibition	inhibitors of VEEV	others
C=COC(=O)c1sc2nc(C)cc(C)c2c1N	5%	-14%	-5%	-5%	1.1%
CCOC(=O)C1CCN(S(=O)(=O)c2ccc(-c3nc4ccccc4s3)s2)CC1	-2%	0%	-10%	x	x
COc1cc(CNCc2ccc(OC)cc2OC)cc(OC)c1	-1%	0%	19%	-2%	i
Cc1ccc(C(=O)N/C(=C\c2ccccc2)C(=O)NCCN2CCOCC2)cc1	11%	1%	3%	2%	0.3%

Further results follow:
SMILES	PhoP GFP inhibition	M. tuberculosis HTS	M. tuberculosis	H1N1 NS1A inhibition	inhibitors of VEEV	others
Nc1ccccc1C(=O)NC12CC3CC(CC(C3)C1)C2	-10%	-3%	18%	1%	0.2%
O=C(NC1CCN(Cc2ccccc2)CC1)c1ccc2c(c1)OCCCO2	7%	8%	-7%	-8%	i
O=C(CSc1ncnc2ccccc12)Nc1ccc2c(c1)OCCO2	2%	-5%	27%	-1%	1.7%
O=c1c2ccccc2nc(-c2ccco2)n1/N=C/c1ccccc1O	-5%	0%	21%	1%	8.2%
CC(C)CCn1c(CN2CC(C)OC(C)C2)nc2c1c(=O)n(C)c(=O)n2C (stereo unspecified)	-5%	-1%	-17%	-2%	0.5%	inhibitors of VEEV 10K pilot screen=0.2
Cc1ccc(OCC(=O)Nc2cc(S(=O)(=O)N3CCOCC3)ccc2Cl)c([N+](=O)[O-])n1	5%	0%	-1%	8%	1.5%
Cc1noc(C)c1COc1ccccc1C(=O)N1CCN(S(=O)(=O)c2cccc(Cl)c2)CC1	x	x	x	-4%	6.5%
Cc1cccc(NC(=O)c2cc3ccccc3o2)c1	-9%	u	3.2µM*	-4%	1.7%
O=C(NCCOC(=O)c1ccc(C(=O)OCCNC(=O)c2cccnc2)s1)c1cccnc1	-1%	-3%	-7%	4%	1.3%
Cc1ccnc(NS(=O)(=O)c2ccc(N3C(=O)Nc4ccccc4N3O)cc2)c1	-10%	0%	4%	9%	0.9%
CC1CCCCC1NC(=S)NC(=O)c1sc2ccccc2c1Cl (stereo unspecified)	-6%	1%	28%	-1%	i
CCOC(=O)C1CCN(C(=O)c2cc(S(=O)(=O)N3CCc4ccccc43)ccc2OC)CC1	5%	-5%	-10%	-14%	5.8%
COc1ccc(NC(=O)CCCc2ccc(OC)c(C)c2)cc1	1%	50%	28%	-23%	0.8%
O=C(CSc1ccccn1)Nc1ccc(Cl)cn1	-3%	6%	u	-1%	i
CC(C)(C)OC(=O)N(CCc1ccccc1)Cc1cccc(OCc2cccc(NC(=O)c3ccccc3)c2)c1	x	x	x	-2%	0.7%
C/C(=N\NC(=O)C(O)c1ccccc1)c1ccc(C)s1 (stereo unspecified)	5%	14%	-6%	0%	3.4%
CC(OC(=O)c1ccc(Cl)cc1)C(=O)NCc1ccc2c(c1)OCO2 (stereo unspecified)	x	-1%	43%	-8%	i
CN(CC(=O)NCc1ccc(F)cc1)CC(=O)Nc1ccc(Cl)c(C(F)(F)F)c1	-3%	17%	50%	-14%	2.0%
COCCn1c(SCC(=O)NCc2ccco2)nc2cccnc21	3%	-8%	-5%	11%	0.5%
CC(=O)Oc1ccc2c(=O)oc(-c3ccccc3)nc2c1	4%	18%	u	1%	0.5%
COc1ccc(NC(=O)CSCC(=O)Nc2sccc2C#N)cc1	-6%	9%	4%	0%	5.5%
Cc1c(-c2ccn[nH]2)cc(NC(=O)c2ccc(Cl)cc2)c(=O)n1N	6%	-6%	-2%	x	9.8%
CN1CCN(/N=C/c2ccc(-c3ccc([N+](=O)[O-])cc3Cl)o2)CC1	-43%	-3%	i	15%	0.5%
CC(C)(C)C1CCc2c(sc3c2C(=O)NC(c2ccco2)N3)C1 (stereo unspecified)	3%	14%	17%	5%	0.2%
CCOC(=O)CSC1=C(C#N)C(c2sccc2C)C(C(C)=O)=C(C)N1 (stereo unspecified)	-8%	-10%	56%	12%	0.5%
Cc1ccccc1CN1CCN(c2ccc(Cl)cc2)CC1	0%	4%	-10%	-3%	0.1%
CC(=O)NCC(=O)N(C)C(C(=O)Nc1ccc2c(c1)OCCO2)c1ccc(C)cc1 (stereo unspecified)	-10%	-1%	-10%	1%	0.5%
O=C(O)c1ccccc1C(=O)Nc1ccc(Br)c2cccnc12	4%	39%	16%	-8%	0.1%
Cc1cnc(NC(=O)c2sc(Nc3ccccc3)nc2N)o1	-15%	2%	-10%	x	1.2%
COc1ccc(C)cc1COC(=O)c1[nH]c(C)c(C(C)=O)c1C	12%	3%	13%	7%	0.6%
COCc1cc(=O)[nH]c2cc(NC(=O)c3cccc(OC)c3)c(C)cc12	-6%	2%	-5%	-1%	i
Oc1ccc(C=Nc2ccc(N3CCOCC3)cc2)c(O)c1	14%	5%	-14%	4%	0.9%
NC(=O)C1CCN(c2nc(-c3cccc(Cl)c3)cs2)CC1	x	6%	15%	-14%	1.7%
CC1CCCC(NC(=O)COC(=O)c2cc3ccccc3oc2=O)C1C (stereo unspecified)	x	16%	u	-6%	0.1%
C=CCn1cc(C(=O)OC)c(=O)c2cc(S(=O)(=O)N3CCC(C)CC3)ccc21	-3%	2%	4%	-17%	0.6%
Cn1c2c(c(=O)n(C)c1=O)C(c1ccc(C(F)(F)F)cc1)CC(=O)N2 (stereo unspecified)	5%	0%	-5%	3%	0.2%
CCn1c2ccccc2c2cc(NC(=O)c3cccc(OC)c3)ccc21	7%	-2%	-2%	4%	3.2%
CC(C)C(c1nnnn1C(C)(C)C)N1CCOCC1 (stereo unspecified)	-13%	7%	-4%	3%	2.4%
COc1ccc(NC(=S)NC(=O)/C=C/c2cccs2)cc1	4%	2%	u	11%	1.8%
CC[C@H]1CN2CCC1C[C@@H]2[C@H](O)c1ccnc2ccc(OC)cc12 (stereo partly specified)	x	x	x	0%	i
